tuberculosis growth = growth inhibition of non-replicating M. tuberculosis (AID 488890) | Mycobacterium tuberculosis non-replicating, growth inhibition; higher % means a stronger effect | inhibition, % at 25 µM, or IC50 in µM where a hit was titrated | actives 0.39% (n = 320,000); in the data active means a potency from the dose series; inconclusive means inhibition mostly from about 82% at the one dose, without a potency; inactive means the rest, 99 in 100 with inhibition below about 76%;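 further: plate controls were DMSO cells for no effect and high antibiotic wells for full effect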
inhibitors of VEEV = inhibitors of VEEV TC-83 cytopathic effect, confirmation, Vero cells (AID 588727); Vero cells, VEEV TC-83 cytopathic effect inhibition; higher % means a stronger effect; inhibition, % at 20 µM; hits with a dose series show IC50 in µM; actives 0.13% (n = 350,000); in the data active means a potency from the dose series; inconclusive means inhibition mostly from about 14% at the one dose, without a potency; inactive means the rest, 99 in 100 with inhibition below about 12%; further: strong numbers were not always called active
M. tuberculosis HTS = M. tuberculosis growth inhibition, HTS (AID 449762). actives 0.59% (n = 330,000). M. tuberculosis H37Rv growth inhibition, 7H9 media; higher % means a stronger effect. one-dose inhibition, % at 25 µM; IC50 in µM for titrated hits; in the data active means a potency from the dose series; inconclusive means inhibition above about 70% without an active follow-up result;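 further: bacterial growth assessed after seven days of incubation; strong numbers were not always called active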
PhoP GFP inhibition = Inhibition of PhoP regulon, Salmonella typhi GFP reporter cells, confirmation, 4 h (AID 1850) | one-dose inhibition, % at 50 µM; IC50 in µM for titrated hits | actives 0.33% (n = 310,000) | Salmonella Typhi PhoP-promoter GFP reporter, fluorescence, 4 h; higher % means a stronger effect; in the data active means a potency from the dose series; inconclusive means inhibition mostly from about 25% at the one dose, without a potency; inactive means the rest, 99 in 100 with inhibition below about 19%;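 further: 0% = induced wells with vehicle and 100% = uninduced wells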
influenza NS1A = NS1A inhibition, H1N1 influenza, cell based functional assay (AID 504329) | NS1A functional cell-based assay, percent inhibition; higher % means a stronger effect | inhibition, % at 12.5 µM; hits with a dose series show IC50 in µM | actives 0.3% (n = 340,000); in the data active means a potency from the dose series; inconclusive means inhibition above about 27% without an active follow-up result; further: strong numbers were not always called active
inhibitors of VEEV 10K pilot screen = also measured in inhibitors of VEEV; calls as there; inhibition, %; measured here: 10K pilot screen inhibition
* hit, by the source's call; i = inactive; u = inconclusive; x = not tested or not shown.

SMILES	tuberculosis growth	inhibitors of VEEV	M. tuberculosis HTS	PhoP GFP inhibition	influenza NS1A	others
Cc1cc(C)c2[nH]c(=O)c(CN(Cc3cccs3)C(=S)NCc3ccco3)cc2c1	11.3%	10.8%	8.0%	-6.7%	3.8%
C=CCn1c(SCC(=O)NC2CCCCC2)nnc1C1CCCCC1	1.9%	0.2%	-11.4%	-2.1%	-0.7%
COC(=O)c1ccccc1NC(=O)NCCc1ccccc1OC	18.4%	10.1%	-5.5%	-2.6%	-6.3%
Oc1ccc(/C=N/NC(=S)Nc2cccnc2)cc1	-2.6%	4.6%	15.9%	1.1%	-2.9%
CN1CCN(CC#CCn2c3ccccc3c3ccccc32)CC1	22.3%	3.5%	-4.3%	12.8%	6.8%	inhibitors of VEEV 10K pilot screen=3.6
CCC1(c2ccc(Cl)cc2)NC(=O)N(CC(=O)NC2CCCCCC2)C1=O (stereo unspecified)	x	4.5%	x	x	-0.6%
O=C(O)c1cc(S(=O)(=O)N2CCCCCC2)c(Cl)cc1Cl	0.9%	0.3%	-7.5%	-1.1%	3.2%
COc1ccc(C(NC(=O)c2ccco2)c2ccc(OC)c(OC)c2)cc1 (stereo unspecified)	2.9%	3.9%	-13.7%	0.2%	2.4%
COc1ccc(OC)c(-c2cc(C3CCN(c4ncccc4[N+](=O)[O-])CC3)[nH]n2)c1	30.5%	6.4%	u	1.4%	11.7%
O=C(NNc1ccccc1F)C1CCC1	-5.8%	i	u	-5.4%	0.2%
NC(=S)N/N=C/c1ccc2c(c1)OCCO2	u	0.7%	u	11.3%	8.9%
CN1CCN(C(=O)CNC(=O)C23CC4CC(CC(C4)C2)C3)CC1	8.4%	1.8%	-1.8%	x	-0.8%
COc1ccc(OC)c(NC(=O)CSc2nnnn2C)c1	5.5%	1.2%	4.0%	3.1%	-11.2%
COc1ccc(C2C(=O)c3ccccc3C2=Nc2ccc(Br)cc2)cc1 (stereo unspecified)	10.9%	i	1.4%	1.6%	18.8%
Cc1ccc(NC(=O)CN(C)C(=O)Cn2cc(C(F)(F)F)cc(Cl)c2=O)cc1	-16.8%	0.6%	-1.8%	1.3%	-3.8%
COC(=O)CCC(=O)OC1(C)C(=O)C2=CN(CCCOC(C)C)C(c3ccc(OC)cc3)=CC2=C(Br)C1=O (stereo unspecified)	49.0%	0.4%	25.3%	5.0%	23.5%
Cc1nnc(-c2cnn(C)c2N)n1Cc1ccc(Cl)cc1	x	0.5%	-12.3%	-0.9%	-9.0%
COc1ccc(OC)c(NC(=O)CC2(CC(=O)O)CCCC2)c1	0.6%	1.6%	8.0%	10.8%	3.0%
CCCCn1c(N)c(N(CC(C)C)C(=O)c2oc3ccc(OCC)cc3c2C)c(=O)[nH]c1=O	14.9%	2.3%	-2.8%	-3.2%	0.2%
Cn1c(CC(=O)Nc2cccc(Cl)c2Cl)nnc1SCC(=O)NC1=NCCS1	-5.1%	1.3%	-1.1%	0.9%	4.1%
C=CCNC(=O)c1c(Cl)cccc1Cl	1.7%	3.0%	-4.6%	1.5%	12.5%
CCN(CCO)C(=O)CC1C(=O)NCCN1Cc1c(F)cccc1Cl (stereo unspecified)	0.5%	0.7%	-4.0%	-8.8%	-5.3%
O=C(C(=O)N1CCCCC1)c1cn(CC(=O)N2CCCCCC2)c2ccccc12	37.8%	1.1%	-4.9%	-4.6%	-0.3%
COc1c(C)cc(C(=O)C2CCCN(C(=O)c3csc(C)n3)C2)cc1C (stereo unspecified)	1.9%	i	4.0%	5.6%	-2.7%
Cc1cc(OCC(=O)NC2CC(C)(C)NC(C)(C)C2)c2c(C)cc(=O)oc2c1	-13.3%	i	2.6%	11.6%	14.4%
O=C(O)c1cn(Cc2ccccc2Cl)c2ccc(S(=O)(=O)N3CCOCC3)cc2c1=O	22.5%	1.0%	-4.7%	-12.5%	-13.7%
Cc1cc(C)cc(C(=O)N(c2ccccn2)C(C)c2ccco2)c1 (stereo unspecified)	9.6%	5.2%	9.3%	-11.6%	-6.3%
CCCOc1ccc(/C=C/C(=O)NC2CCCCC2)cc1OC	35.5%	3.7%	1.4%	-6.0%	-4.3%
CC1CN(CC(=O)Nc2nc3ccccc3s2)CC(C)O1 (stereo unspecified)	-18.0%	0.1%	0.5%	-3.9%	-25.4%
O=C(Nc1cccc2ncccc12)c1ccc(OCc2ccccc2)cc1	26.1%	i	-1.6%	-3.5%	-7.5%
Cn1c(=S)oc2ccccc21	-12.5%	0.8%	8.5%	1.5%	-19.7%
O=C(OCC(=O)N1CCCC1=O)c1nc(Cl)c(Cl)c(Cl)c1Cl	54.8%	1.4%	-8.1%	-2.0%	-12.9%
N=c1ccn(O)cc1CCc1ccccc1	x	1.6%	x	x	-14.5%
CN(C)S(=O)(=O)N(Cc1ccc(Br)cc1)c1ccccc1	21.6%	i	1.9%	-5.9%	2.8%
COc1cc(NC(=S)NNC(=O)CC(C)C)c(OC)cc1Cl	15.5%	0.2%	-2.1%	-5.6%	11.5%
CCCCSCCCNC(=O)c1cn(CC)c2ccc(S(=O)(=O)N3CCOCC3)cc2c1=O	28.9%	3.1%	23.7µM*	-23.6%	3.8%
CCOC(=O)C1=C(COC(=O)CCNS(=O)(=O)c2ccc(C)c(C)c2)NC(=O)NC1C (stereo unspecified)	1.7%	3.3%	-5.1%	x	-6.6%
COC(=O)C1(C)NC(c2ccccc2F)C2C(=O)N(c3ccccc3)C(=O)C21 (stereo unspecified)	-18.4%	0.2%	6.2%	7.9%	-1.1%
CN(C)CC(=O)Nc1ccc(S(N)(=O)=O)cc1	-6.5%	2.4%	-6.2%	4.4%	13.2%	inhibitors of VEEV 10K pilot screen=4.2
O=c1[nH]c(CSc2nc(-c3ccccc3)cs2)nc2ccccc12	21.0%	3.9%	8.7%	-15.0%	-1.7%

Random excerpt: 4 entries already listed.
SMILES	tuberculosis growth	inhibitors of VEEV	M. tuberculosis HTS	PhoP GFP inhibition	influenza NS1A	others
COc1cc(NC(=S)NNC(=O)CC(C)C)c(OC)cc1Cl	15.5%	0.2%	-2.1%	-5.6%	11.5%
O=c1[nH]c(CSc2nc(-c3ccccc3)cs2)nc2ccccc12	21.0%	3.9%	8.7%	-15.0%	-1.7%
CN(C)CC(=O)Nc1ccc(S(N)(=O)=O)cc1	-6.5%	2.4%	-6.2%	4.4%	13.2%	inhibitors of VEEV 10K pilot screen=4.2
CCCOc1ccc(/C=C/C(=O)NC2CCCCC2)cc1OC	35.5%	3.7%	1.4%	-6.0%	-4.3%

Back to the main list, repeating the four entries before the break.
SMILES	tuberculosis growth	inhibitors of VEEV	M. tuberculosis HTS	PhoP GFP inhibition	influenza NS1A	others
CCOC(=O)C1=C(COC(=O)CCNS(=O)(=O)c2ccc(C)c(C)c2)NC(=O)NC1C (stereo unspecified)	1.7%	3.3%	-5.1%	x	-6.6%
COC(=O)C1(C)NC(c2ccccc2F)C2C(=O)N(c3ccccc3)C(=O)C21 (stereo unspecified)	-18.4%	0.2%	6.2%	7.9%	-1.1%
CN(C)CC(=O)Nc1ccc(S(N)(=O)=O)cc1	-6.5%	2.4%	-6.2%	4.4%	13.2%	inhibitors of VEEV 10K pilot screen=4.2
O=c1[nH]c(CSc2nc(-c3ccccc3)cs2)nc2ccccc12	21.0%	3.9%	8.7%	-15.0%	-1.7%
Cc1cccc(N=Nc2ccc(O)c3ncccc23)c1	u	12.5%	u	-4.8%	0.9%
CC(C)(C)c1ccc(C(=O)NCC(=O)N2CCCCCC2)cc1	0.6%	0.1%	3.6%	-3.3%	-8.2%
Cc1onc(-c2c(F)cccc2Cl)c1C(=O)NC1=NCCS1	3.9%	i	-5.6%	-0.7%	21.8%
CN(C)C(=O)CSc1nc2ccc(C(=O)c3ccccc3)cc2[nH]1	3.6%	2.2%	1.7%	7.9%	-9.7%
O=C(CN(C(=O)CNS(=O)(=O)c1ccccc1)c1ccc(Cl)cc1)NCC1CCCO1 (stereo unspecified)	-5.1%	i	-6.8%	0.6%	1.6%
O=C(O)c1cc(-c2ccc(Br)s2)nc2ccccc12	32.7%	1.4%	5.7%	0.8%	-32.6%
O=S1(=O)C[C@@H](N2CCOCC2)[C@H](N2CCOCC2)C1	-3.2%	0.3%	-0.7%	4.9%	1.6%
C/C(=N\NC(=O)c1cccc(O)c1)c1cccc(NC(=O)c2ccc(F)cc2)c1	9.7%	9.1%	4.0%	8.0%	5.7%
N#C/C(=C\c1cn(-c2ccccc2)nc1-c1cc2ccccc2o1)c1nc2ccccc2[nH]1	-3.0%	2.4%	-0.9%	4.0%	-4.0%
Cn1nnnc1SCc1ccccc1[N+](=O)[O-]	3.5%	0.7%	-6.0%	-1.8%	1.4%
COc1cccc(C(=O)CN2C3=NCCCN3c3ccccc32)c1	-1.3%	i	-7.6%	5.3%	6.9%
Cc1cc(Oc2ccc(=O)n(C)n2)nc(Oc2ccc(=O)[nH]n2)n1	7.2%	1.0%	-2.1%	0.0%	-19.5%
Cc1cccc(COCC(CC(C)C)N2CCN(C(=O)c3ccc(C(F)(F)F)cc3)CCC2=O)c1 (stereo unspecified)	19.8%	9.3%	-1.8%	-5.4%	-0.8%
C/C(Cc1ccccc1)=N\NC(=O)CNC(=O)c1ccccc1F	-8.4%	0.8%	7.4%	-19.9%	6.4%
Cc1cccc2cncc(OCc3nnc(SC(F)F)n3C)c12	-3.9%	0.8%	-6.1%	14.3%	x
CN(C(=O)c1cccc(NC(=O)Cc2cccc(NC(=O)C3CCN(C(=O)C4CCCC4)CC3)c2)c1)C1CC1	x	0.3%	x	x	-14.4%
COc1cc(C(=O)NNC(=S)NC(=O)c2ccc(Cl)cc2)cc(OC)c1OC	u	46.6%	u	-0.1%	-3.1%
Cc1ccc(NCC(=O)Nc2cccc(S(=O)(=O)N(C)C)c2)cc1S(=O)(=O)N1CCCCCC1	15.6%	5.8%	30.6%	2.1%	-5.4%
COc1ccc(C)c2sc(N(CCCN(C)C)C(=O)CS(=O)(=O)c3ccc(F)cc3)nc12	15.1%	1.0%	-2.2%	11.4%	1.1%
CCC(C)(C)NC(=O)C(c1cccs1)N(C(=O)c1ccn[nH]1)c1cccc(OC)c1 (stereo unspecified)	12.8%	1.9%	-8.1%	-3.3%	-5.6%
CCc1ccc(NC(=O)CN(c2ccc(OC)cc2)S(=O)(=O)c2c(C)[nH]c(=O)[nH]c2=O)cc1	5.0%	i	-2.2%	-0.3%	3.0%
CN(C)c1ccc(/C=N/NC(=O)CCCO)cc1	-1.9%	5.0%	-12.9%	-4.2%	x
CCOc1ccc(NCCC#N)cc1	-6.4%	2.3%	-4.8%	0.3%	11.8%
CCC(Sc1ccc2nnc(-c3cccnc3)n2n1)C(=O)OC (stereo unspecified)	-2.1%	0.7%	-3.3%	6.3%	5.7%
CCOc1ccccc1NC(=O)NNC(=O)COc1cccc(C)c1C	26.9%	8.2%	-5.5%	-5.7%	19.6%
Cc1ccc(C(=O)NCCn2c(N)c(C#N)c3nc4ccccc4nc32)cc1	-21.0%	0.9%	4.1%	-3.6%	-2.8%
COc1ccccc1N1C(=O)NC(=O)C(CCc2ccncc2)(CCc2ccncc2)C1=O	-7.8%	0.2%	-8.9%	-8.0%	-3.2%
C=CCn1c(SCC(=O)Nc2cc(C)c(Cl)cc2OC)nnc1-c1ccco1	20.7%	5.0%	-15.9%	-1.6%	2.5%
COc1cccc(NS(=O)(=O)c2ccc3c(c2)CCN3C(C)=O)c1	4.0%	i	-3.5%	-2.4%	-20.2%
CCC(CC)C(=O)c1c[nH]c(C(=O)NCCCN2CCOCC2)c1	2.4%	0.1%	-18.8%	0.1%	-9.8%
CCn1cc(Cl)c(C(=O)NNC(=O)CCn2nc(C)c([N+](=O)[O-])c2C)n1	-5.0%	0.1%	4.6%	-9.3%	-5.6%
Cc1cc(F)c(F)c(C(=O)N2CCCCC2C)c1Cl (stereo unspecified)	-2.1%	0.5%	2.0%	2.1%	-3.0%
COc1ccc(C(=O)CSc2nnc(CNC(=O)c3ccc(OC)c(OC)c3)n2C)cc1	-4.0%	1.9%	2.7%	-3.3%	5.5%
COCCn1c(N)c(N(Cc2ccccc2)C(=O)CSCC(=O)Nc2ccc(OC)cc2)c(=O)[nH]c1=O	-5.8%	2.0%	-1.1%	2.8%	-4.6%
N#CCCN(CCC#N)C(=O)COc1ccc(Cl)cc1Cl	3.3%	i	5.1%	-12.8%	-2.1%	inhibitors of VEEV 10K pilot screen=2.3
CC1CCCCC1NS(=O)(=O)c1ccc(S(=O)(=O)N2CCN(CCC#N)CC2)cc1 (stereo unspecified)	9.8%	i	-5.8%	-18.2%	-1.9%

High-throughput results from PubChem.
